Screening data as filed in PubChem BioAssay.
Granule exo inh – LAMP-1 surface exposure blockers, TALL-104 cells – cell-based, flow cytometry, MLPCN library, primary screen; TALL-104 LAMP-1 surface exposure; cells stimulated with thapsigargin and PMA; inhibition, % at 10 µM; 0.66% of 360,000 active; AID 651702, 2012;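 active = inhibition above about 55%, limit read from the data; inconclusive = no clear call, values can overlap the other calls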
Peg3 prom inh – Peg3 promoter-driven luciferase inhibitors, primary screen, cell-based, HeLa, luciferase luminescence. HeLa PEG-Prom luciferase reporter, overnight. inhibition, % at 20 µM. 1.7% of 360,000 active. AID 588405, 2011;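 active = inhibition of at least 50% at 20 µM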
PDI inh – inhibitors of human PDI, primary screen, biochemical, turbidity, single point, plate reader. 0.052% of 350,000 active. inhibition, % at 10 µM. PDI insulin aggregation turbidity, A650, 90 min. Protein disulfide-isomerase (Homo sapiens), P07237. AID 588391, 2011;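 active = mean inhibition across replicates of 30% or more, whatever share of single replicates reach that level; inconclusive = mean inhibition below 30% while every single replicate reaches 30%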;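 also: absorbance from insulin aggregation driven by PDI reduction with DTT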
Target sequence (P07237 whole entry, looked up): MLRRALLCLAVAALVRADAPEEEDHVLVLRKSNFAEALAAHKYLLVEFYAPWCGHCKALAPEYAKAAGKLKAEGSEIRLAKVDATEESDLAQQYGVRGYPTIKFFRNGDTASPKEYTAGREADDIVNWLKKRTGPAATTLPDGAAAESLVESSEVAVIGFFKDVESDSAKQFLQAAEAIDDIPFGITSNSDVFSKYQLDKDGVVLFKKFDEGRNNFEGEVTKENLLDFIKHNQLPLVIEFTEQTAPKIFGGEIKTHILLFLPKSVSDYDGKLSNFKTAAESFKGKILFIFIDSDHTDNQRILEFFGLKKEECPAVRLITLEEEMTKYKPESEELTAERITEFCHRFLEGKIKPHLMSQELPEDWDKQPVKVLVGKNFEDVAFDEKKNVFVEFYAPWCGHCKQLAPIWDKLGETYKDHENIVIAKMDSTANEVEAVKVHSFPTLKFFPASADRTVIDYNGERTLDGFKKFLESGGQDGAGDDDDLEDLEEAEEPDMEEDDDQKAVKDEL
aDG glyco up – activators of alpha-DG glycosylation, primary screen, uHTS, Pro5-aDG cells, AlphaScreen; alpha-DG glycosylation AlphaScreen (IIH6); 0% Pro5, 100% B10-LARGE cell signal; activation, % at 10 µM; 0.22% of 360,000 active;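 active = activation of at least 8% versus controls, or a plate z-score of at least 8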;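 also: Pro5 are CHO cells carrying HIG-tagged alpha-DG that lacks glycosylation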
NR2E3 ag-1 – inhibitors of NR2E3-RetCOR corepressor binding, primary screen, NR2E3 agonist project, biochemical, TR-FRET, GST-NR2E3, biotin-RetCOR; Photoreceptor-specific nuclear receptor (Homo sapiens), Q9Y5X4; 1536-well; inhibition of corepressor binding, % at 4.78 µM; 0.12% of 320,000 active; AID 2300, 2010;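 active = percent inhibition above the cutoff of mean plus 3 SD of all tested compounds, set per screening campaign, cut at about 20% in these data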;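 also: 0% = DMSO wells and 100% = biotin wells as full block of FRET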
Target sequence (Q9Y5X4 whole entry, looked up): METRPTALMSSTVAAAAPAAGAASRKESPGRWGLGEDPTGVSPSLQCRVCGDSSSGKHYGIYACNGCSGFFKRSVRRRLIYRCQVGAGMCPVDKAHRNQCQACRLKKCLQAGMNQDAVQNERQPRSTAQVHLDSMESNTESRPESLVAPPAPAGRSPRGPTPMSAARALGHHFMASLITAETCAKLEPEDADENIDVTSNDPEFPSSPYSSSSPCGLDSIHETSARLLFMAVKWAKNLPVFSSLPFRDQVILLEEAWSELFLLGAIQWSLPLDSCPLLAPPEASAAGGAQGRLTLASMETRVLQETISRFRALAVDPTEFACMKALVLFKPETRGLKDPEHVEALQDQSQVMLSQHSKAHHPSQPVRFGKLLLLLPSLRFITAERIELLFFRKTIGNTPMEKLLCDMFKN
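Test system: GST-NR2E3 and biotin-RetCOR proteins | Quantity: 1.35 nM GST-tagged NR2E3 final | Medium: Tris pH 7.5 | Also added: 7 nM biotin-RetCOR | Dosing: Compound at 4.8 µM, single dose | Timing: 5 h at 4 °C | Detection: Time-resolved FRET | Read-out basis: Percent inhibition | Benchmarks: Biotin wells as high control, 0.6% DMSO wells as low control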
NR2E3 ag-2 – NR2E3 agonists in two-hybrid cells, primary screen, cell-based, luminescence, CHO-S, Gal4-NCOR/VP16-NR2E3. luciferase. inhibition of corepressor binding, % at 3.98 µM. Photoreceptor-specific nuclear receptor (Homo sapiens), Q9Y5X4. AID 602229, 2012. 0.35% of 360,000 active;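 active = inhibition above the mean of all tested compounds plus 3 SD, cut at about 70% in these data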;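 also: 0% = DMSO with NR2E3 transfected cells and 100% = cells lacking NR2E3 construct; higher means lower luciferase signal from less NR2E3 corepressor binding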
iPSC survival up – enhancers of single-cell hiPSC survival, primary screen, ATPlite luminescence; 100% = ROCK inhibitor wells, 0% = DMSO; survival enhancement, % at 20 µM; 0.044% of 360,000 active; in the data active = survival enhancement above about 18%;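 also: cells exposed to compounds for 16 hours before the ATP read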
CaV13 ICDI inh – Disruptors of the CACNA1D IQ motif to Ca2+-dependent inactivation inhibitor domain association, primary screening, Förster resonance energy transfer in intact living …. inhibition, % at 12.3 µM. AID 743397. 0.098% of 340,000 active. HEK cells, CFP/YFP FRET ICDI-IQ, plate reader, 10 min; percent FRET-ratio fall versus neutral wells;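 active = mean replicate inhibition of at least 30% and at least 1% of replicates passing that level; inconclusive = only one of the two criteria is met; inactive = neither criterion is met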;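 also: 0% = median of the neutral control wells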
HIF-2a inh – HIF-2a reporter inhibitors, primary screen, luminescence, 786-0 RCC cells; inhibition, % at 18.8 µM; 786-0 RCC cells HIF-2a reporter, luciferase luminescence, overnight; 0.72% of 360,000 active; AID 624352, 2012;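 active = inhibition of the luminescence signal of 40% or more relative to plate controls, in a single-dose primary screen at 18.75 µM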
TRPM1 prom inh – inhibitors of MITF-dependent TRPM1 promoter reporter, primary screen, cell-based, SK-MEL-5, single point, luciferase; SK-MEL-5 TRPM1 promoter luciferase, 24 h; inhibition, % at 12.5 µM; 0.83% of 330,000 active;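 active = mean inhibition across replicates of 60% or more, whatever share of single replicates reaches that level; inconclusive = some that reach 60%, reason not given; inactive = mean inhibition across replicates below 60%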; also: values of inactives mirror those of a sister screen read the other way
Vif imaging – HIV Vif self-association inhibitors, primary screen, imaging, HEK293T, single point; HEK293T cells, Vif self-association by quenched fluorescence, 24 h; inhibition, % at 7.49 µM; 0.35% of 340,000 active; in the data active = inhibition above about 50%, passing the limit was not always enough; inconclusive = no clear call, values can overlap the other calls; inactive = below about 31%; also: some results filed as inactive read as strong as hits
* hit, by the source's call; ? = inconclusive; / = no result given. The order is random, and some 3.5% of all compounds hit somewhere here.

SMILES	Granule exo inh	Peg3 prom inh	PDI inh	aDG glyco up	NR2E3 ag-1	NR2E3 ag-2	iPSC survival up	CaV13 ICDI inh	HIF-2a inh	TRPM1 prom inh	Vif imaging
Cc1nn(-c2ccccc2)c(C)c1NC(=O)COC(=O)c1ccccc1OC(F)F	0	1	9	0.1	4	-15	1.3	-9	5	-1	-1
Cc1cc(C)nc(N2CCCC(C(=O)NCc3cccc(C(F)(F)F)c3)C2)n1 (configuration not stated)	2	16	0	0.0	2	3	0.3	-8	14	4	2
COc1ccc(C(=O)N/N=C(/C)c2cccc(NC(=O)c3ccncc3)c2)cc1OC	-4	-23	-2	-0.3	/	-5	0.5	-4	-1	-11	6
Cn1nc(C(=O)Nc2cccnc2)c2ccccc2c1=O	-1	-14	1	0.6	4	-4	-1.4	-3	-11	-2	?
CCn1c(COc2c(C)cccc2C)nnc1SCC(=O)N1CCN(c2ccccc2)CC1	-1	33	-1	0.4	0	20	0.1	/	13	13	-31
CS(=O)(=O)c1ccc(Cl)c(NC(=O)COC(=O)c2c(Cl)cccc2Cl)c1	-2	7	-6	0.4	1	-19	0.8	5	9	-8	7
Cc1cccc(NC(=O)CNC(=O)c2ccco2)n1	3	-27	3	-0.1	1	-25	-0.4	-5	-18	-1	4
COC(=O)c1cc(CNC(=O)c2ccc(S(=O)(=O)N(C)c3ccccc3)cc2)ccc1OC	-3	13	-6	-0.1	3	-7	0.0	-2	23	7	-16
Nc1ccc(S(=O)(=O)NCc2ccccn2)cc1	-2	26	-1	0.0	4	-21	-0.4	-3	21	-2	6
CC(=O)Nc1ccc(NC(=O)N2CCOCC2)cc1	8	2	11	-0.3	/	38	3.7	-4	3	/	-2
CCCCSc1nc2c(c(=O)[nH]1)CCC2	-4	1	1	0.3	1	7	-0.1	-9	3	12	-1
C/C(=N\NC(=O)c1ccc(Br)cc1)c1ccccc1	-4	-244	-9	1.5	7	-14	-3.8	/	-184	-49	-5
O=C(Oc1ccc(N2C(=O)CCC2=O)cc1)c1ccccc1	1	-7	-4	0.0	2	-29	3.5	/	-8	8	11
O=C(O)c1ccc(Cl)c(S(=O)(=O)NC(Cc2ccccc2)C(=O)O)c1 (configuration not stated)	-1	-1	-1	-0.3	-1	-2	-0.2	-2	18	8	-10
COc1ccc2[nH]c3c(c2c1)CCn1c-3nc2ccccc2c1=O	2	-121	6	-0.3	0	-147	-5.1	/	-197	-29	-17
CCOC(=O)CCCNC(=O)COC(=O)/C=C/c1ccc2c(c1)OCO2	4	-7	2	0.1	-1	0	-1.3	-1	2	20	-6
CC(=O)NN1C(=O)c2ccccc2NC1c1ccoc1 (configuration not stated)	-7	0	3	-0.1	2	12	0.7	-5	16	3	21
CC1c2nc3ccccc3n2C(CC(=O)NCc2ccccn2)C(=O)N1Cc1ccccc1 (configuration not stated)	2	19	4	-0.1	1	3	0.4	-8	23	7	-2
Cc1c(NC(=O)c2cccc(NC(=O)Cc3ccccc3Cl)c2)c(=O)n(-c2ccccc2)n1C	-2	-5	-4	-0.1	/	5	-2.0	-6	2	/	17
Cc1nn(Cc2ccc(Cl)cc2)c(=O)n1N(C)c1ncc(C(F)(F)F)cc1Cl	-1	12	-7	-0.2	0	12	4.6	/	-2	-9	-5
CCOC(=O)c1ccc(NC(=O)CCN2C(=O)C3CC=CCC3C2=O)cc1 (configuration not stated)	13	-7	-4	-0.2	/	15	1.8	-5	0	-16	/
Cc1cccc(NC(=O)CSCC(=O)Nc2cccc(S(=O)(=O)N3CCCCCC3)c2)c1	-6	27	11	-0.2	1	-5	-0.1	-4	25	10	2
Cc1cccc(C2c3[nH]c4ccccc4c3CCN2C(=O)c2cc(CC(C)C)nc(C)n2)n1 (configuration not stated)	3	10	-4	-0.4	4	-26	0.0	-1	27	18	3
COc1ccc2nc(C3CCCCC3)c3c(c2c1)CCC3	-14	-8	1	0.6	2	0	-0.1	-5	-42	2	-7
N/C(=N\OC(=O)COc1ccccc1Cl)c1ccc(Cl)cc1	1	-183	6	0.1	4	-47	1.7	-6	-250	-25	-6
CC(Sc1nnc(COc2ccc(Cl)cc2)n1Cc1ccccc1)C(=O)O (configuration not stated)	-1	15	3	0.2	0	6	3.7	-3	8	-21	1
Cc1cc(NC(=O)CCCN2C(=O)c3cccnc3C2=O)no1	-3	7	-2	0.1	-2	-21	1.1	-3	10	1	5
COc1cccc(OC)c1OCCCCN1CCCCC1	-2	8	-13	0.3	1	-12	0.1	-4	8	12	6
O=C1COc2ccc(S(=O)(=O)N3CCN(c4ccccc4)CC3)cc2N1	0	-4	-3	-0.2	-2	12	0.3	-3	9	9	1
CCCNC(=O)c1c(CSc2ccc(Cl)cc2)noc1C(=O)NCc1ccccc1	-6	21	4	0.5	-2	-5	-2.3	-12	27	-2	-5
O=C(NC(=S)NC1CCSC1=O)c1ccccc1 (configuration not stated)	-2	-17	5	0.0	-1	-17	-0.3	0	-3	-9	/
COC(CNC(=O)c1ccc2c(c1)ncn2-c1cccc(C)c1)OC	1	-8	0	0.1	-1	-12	-0.6	-1	12	-18	/
COc1cccc(/C=C/c2nc(C#N)c(NCC(C)C)o2)c1	21	-31	-1	0.0	4	-42	0.0	-1	-63	-19	-10
COc1ccc(CCNC(=O)CSC2=NS(=O)(=O)c3cc(F)ccc3N2)cc1OC	-1	-18	-65	0.3	/	11	1.3	-16	-2	/	/
Cc1ccc2c(CC(=O)Nc3c(C)n(C)n(-c4ccccc4)c3=O)coc2c1	-2	12	-2	-0.2	-3	-28	1.2	/	6	4	/
C#CCOCCOCCOCCNc1nc(N2CCN(C(=O)CCCCCCCCCCNC(=O)[C@H](CCCCN)n3cc(CCCC(=O)O)nn3)CC2)nc(N2CCN(C(=O)CCCCCCCCCCNC(=O)[C@H](CCCCN)n3cc(CCCC(=O)O)nn3)CC2)n1	-4	-1	-10	0.0	2	-31	-0.3	/	6	-2	/
CCCCn1c(N)c(N(Cc2ccccc2OC)C(=O)COc2cc(C)ccc2Cl)c(=O)[nH]c1=O	-1	5	-8	1.2	-2	-6	0.2	-4	1	2	0
CN(C(=S)NC(=O)C12CC3CC(CC(C3)C1)C2)c1ccc(O)cc1	3	-71	6	0.1	/	-26	-0.2	-5	-85	11	-2
Cc1ccc2cccc(SCC(=O)NCC#N)c2n1	-4	5	-14	-0.2	-11	19	1.4	-5	16	-21	2
CCc1ccc(NC(=O)C(=O)N/N=C(\C)CC(=O)Nc2ccccn2)cc1	8	-16	0	-0.2	-2	-7	2.9	-10	-20	-7	8

Full records, quoted from the list. Order of values: Granule exo inh | Peg3 prom inh | PDI inh | aDG glyco up | NR2E3 ag-1 | NR2E3 ag-2 | iPSC survival up | CaV13 ICDI inh | HIF-2a inh | TRPM1 prom inh | Vif imaging
O=C1COc2ccc(S(=O)(=O)N3CCN(c4ccccc4)CC3)cc2N1 as listed: 0 | -4 | -3 | -0.2 | -2 | 12 | 0.3 | -3 | 9 | 9 | 1
COc1cccc(/C=C/c2nc(C#N)c(NCC(C)C)o2)c1 as listed: 21 | -31 | -1 | 0.0 | 4 | -42 | 0.0 | -1 | -63 | -19 | -10

Other records
SMILES	Granule exo inh	Peg3 prom inh	PDI inh	aDG glyco up	NR2E3 ag-1	NR2E3 ag-2	iPSC survival up	CaV13 ICDI inh	HIF-2a inh	TRPM1 prom inh	Vif imaging
c1cnc2c(-c3ccc4nccn4c3)cccc2c1	-2	10	3	-0.2	/	-8	4.0	-6	17	/	/
COc1ccc(/C=N\NC(=O)c2ccccc2[N+](=O)[O-])cc1COc1c(F)c(F)c(F)c(F)c1F	0	-1	1	0.2	-1	9	-0.4	-7	-1	2	/
CCC1CCCCN1CCCNC(=O)Cn1cnc2sc(C)c(S(=O)(=O)N3CCC(C)CC3)c2c1=O (configuration not stated)	-13	-9	-12	0.0	3	-19	-0.3	-2	16	8	7
CCCCC1CCCOC(C(=O)NCCNCCO)(C(F)(F)F)C1 (configuration not stated)	-2	-1	-5	-0.1	3	-2	-1.6	29	7	-15	-3
CCOC(=O)c1nnn(-c2nonc2N)c1CNc1ccc(C)c(Br)c1	-1	29	11	0.2	-1	8	9.4	-6	25	0	/
O=C(CSc1ccccn1)N/N=C/C=C/c1ccccc1	-1	-34	9	0.2	-2	3	-2.1	-4	0	-46	/
Cc1cc(C)cc(NC(=O)CCn2c(=O)c3cccn3c3ccccc32)c1	-2	11	5	-0.1	0	-56	-0.6	-3	8	16	-2
CCOC(=O)/C(Sc1nc(-c2ccccc2)cc(-c2ccccc2)c1C#N)=C(\C)O	-7	18	2	0.7	1	-4	-0.5	-39	7	-2	-1
CCc1cccc(NC(=O)Cn2cc(C=O)c3ccccc32)c1	1	6	4	1.0	-3	28	-0.7	-6	16	11	-10
CCN(C(=O)CSc1nc2ccccc2n1C)C1CCS(=O)(=O)C1 (configuration not stated)	2	-1	-5	0.1	3	-5	-0.5	-7	10	2	3
COc1ccccc1N(CC(=O)NC(C)(C)C)C(=O)CCC(=O)Nc1ccccn1	-9	11	6	0.0	/	-13	-0.5	-22	12	8	-4
CCOc1ccc(C(=O)NC(=S)Nc2ccccc2N2CCC(C)CC2)cc1[N+](=O)[O-]	-2	13	0	-0.3	-2	-19	-2.6	/	-10	5	-3
O=C(CSCc1ccc(C(=O)O)cc1)Nc1ccccc1	-1	15	-5	-0.2	0	-18	0.3	-6	6	10	1
O=C(C[C@@H]1C/C=C/CC[C@H](Cc2ccc(F)cc2)C(=O)OCCNC1=O)N[C@H](CO)Cc1ccccc1	6	6	-4	0.1	/	6	-0.3	-4	-5	9	-1
CC(=O)c1ccc(OCC(O)CN2C(C)(C)CC(O)CC2(C)C)cc1 (configuration not stated)	3	7	/	-0.2	1	5	4.0	-4	19	-3	1
CC(=O)Nc1cccc(NC=C(C#N)C#N)c1	-4	13	0	0.5	1	-9	2.1	-9	0	3	-3
COC(=O)c1cc(NS(=O)(=O)c2ccc(N3CCOCC3)c([N+](=O)[O-])c2)cc(C(=O)OC)c1	-4	4	9	0.0	0	3	1.4	-3	19	3	0
COc1ccc(N(C(C)=O)c2nc(C)cc(C)c2C#N)c(OC)c1	-2	3	-2	-0.3	1	13	-2.5	-18	19	9	-23
c1ccc(-c2nccnc2-c2ccccc2)cc1	-4	9	-3	0.0	-2	13	-0.3	-20	15	4	-2
